Casp7 inh – allosteric or competitive inhibitors of human caspase-7 | recombinant caspase-7, Ac-DEVD-AFC fluorescence rate | Potency, µM (doses to about 57.5 µM), for inactives: top-dose activity change, negative = inhibition, most hits filed as inhibitors | 0.02% of 75,000 active | AID 889; active means well fitted inhibition curve with a large enough effect in the main read-out, with a control signal flat, not every such curve was filed as active; inconclusive means small, poorly fitted or top-dose-only effect, or a change in a side signal; further: potency means the concentration at half of the fitted maximal effect; % of control where 0% means no effect
Casp1 inh – caspase-1 (human) inhibition, allosteric or competitive | P29466 | Caspase-1 enzyme, Ac-WEHD-AFC fluorogenic rate | Potency, µM (series often up to 57.5 µM), for the others: at the highest dose activity change, negative = inhibition, hits mostly inhibitors | 0.03% of 75,000 active;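 further: potency means the concentration at half of the fitted maximal effect; plate controls were vehicle for no effect and no substrate for full effect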
Target sequence (P29466 120-297 limits assumed): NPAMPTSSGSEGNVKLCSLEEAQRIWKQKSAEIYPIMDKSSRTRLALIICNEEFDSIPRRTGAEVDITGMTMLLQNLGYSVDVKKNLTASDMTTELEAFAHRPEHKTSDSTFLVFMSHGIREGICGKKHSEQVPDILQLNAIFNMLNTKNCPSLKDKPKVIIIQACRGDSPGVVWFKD
Target sequence (P29466 317-404 limits assumed): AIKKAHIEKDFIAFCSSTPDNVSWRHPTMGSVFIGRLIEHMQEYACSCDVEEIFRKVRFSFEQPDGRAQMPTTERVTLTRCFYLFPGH
Epigenetic mod – epigenetic modulators derepressing GFP locus in mouse cells; mouse C127i GFP locus derepression, cytometry, 30 h; Potency, µM (series often up to 46.1 µM), without a hit: at the top dose GFP derepression (activation); 0.09% of 68,000 active; further: % of control where 0% means no effect
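Read-out is the number of GFP-positive cells, scored as fluorescent objects 20 to 120 um wide, reflecting derepression of a silenced CMV-GFP reporter in murine C127i cells after 30 h compound exposure at 37 C.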
Fluorescein autfl – compound autofluorescence in fluorescein spectral region | Compound autofluorescence, 480/540 nm, fluorescein-equivalent; active compounds read high | max fluorescein-equivalent concentration, M | 0.91% of 59,000 active; in the data active means max fluorescein-equivalent concentration above about 10 nM; inconclusive means between about 1.1 nM and that limit
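Autofluorescence profiling; 100 mM Tris, pH 8.0; incubation 15 min at RT; ex/em 480/540 nm; result as fluorescein-equivalent concentration.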
BRCT PPI red – disrupts BRCA1 BRCT binding to phosphoprotein, red fluorophore readout; 0.03% of 75,000 active; Potency, µM (top dose mostly 76.9 µM), without a hit: at the top dose activity change, negative = inhibition, hits mostly inhibitors; BRCT-phosphopeptide binding, red fluorescence polarization; P38398; further: on the % scale 0 is the no-effect control and ±100 the full control effect
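Fluorescence polarization: 100 nM His-tagged BRCA1 BRCT with 100 nM TAMRA-labelled phospho-BACH1 decapeptide, phosphate buffer pH 7.3 with 150 mM NaCl, DTT, 0.01% Tween 20; 12 min RT. Binding inhibition seen as FP decrease.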
HEK293 cAMP cs – raises cAMP in parental HEK293 cells, TSHR agonist counter-screen; Potency, µM (highest dose often 57.1 µM), inactives show at the top dose activation, most hits filed as activators; AID 938; 2.5% of 73,000 active; parental HEK293 CNG cAMP sensor, membrane potential fluorescence; further: potency means the concentration at half of the fitted maximal effect; % of control where 0% means no effect; nearly all actives have a fitted effect of over 55% in size
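Counterscreen for endogenous-receptor signalling: CNG-channel HEK 293 cells report cAMP rise by membrane depolarization. After 60 min dye equilibration with 100 uM RO 20-1724, compounds incubated 30 min before bottom-read fluorescence at 590 nm.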
A350 fluor – A350 region autofluorescence. max dye-equivalent concentration, M. 11% of 59,000 active. Compound autofluorescence, 340/450 nm, Alexa 350 dye-equivalents; active compounds read high; in the data active means max dye-equivalent concentration above about 10 nM; inconclusive means mostly about 1.1 nM to 9.6 nM
4-MU autofl – compounds fluorescent in 4-MU spectral region; 11% of 59,000 active; compound autofluorescence, 340/450 nm, 4-MU equivalents; active compounds read high; max dye-equivalent concentration, M; in the data active means max dye-equivalent concentration above about 10 nM; inconclusive means mostly about 1.1 nM to 9.6 nM
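Compounds in 100 mM Tris, pH 8.0, incubated 15 min at room temperature, then fluorescence read at 340 nm excitation/450 nm emission. Signal converted to 4-MU dye-equivalent concentration using an on-plate six-point 4-MU standard curve.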
Ub-GFP proteasome – inhibits proteasome, raising ubiquitin-GFP reporter fluorescence; Ubiquitin-GFP reporter cells, proteasome inhibition, GFP fluorescence; response scale: untreated = 0%, 10 µM MG-132 = 100%; Potency, µM (series often up to 45.9 µM), inactives show top-dose activation (GFP accumulation), usual class: activators; 67,000 tested, under 10 active; AID 526; active means well fitted activation curve with a large enough effect, not every such curve was filed as active; inconclusive means small, poorly fitted or top-dose-only effect, or another doubt; inactive means no such curve, though single readings can be large or run the other way; further: potency means the concentration at half of the fitted maximal effect
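U2OS Ub(G76V)-GFP reporter; O/N plating, 0.5% FBS; cpd 46 uM–2.9 nM, 4 h, 37 °C; GFP+ cell count, 488/515 nm; norm. to basal vs 10 uM MG-132; CRC fit.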
BRCT PPI green – blocks human BRCA1 BRCT binding to phosphopeptide, green readout. P38398. BRCA1 BRCT-phosphopeptide binding, green fluorescence polarization. Potency, µM (top dose mostly 76.9 µM), inactives show at the top dose activity change, negative = inhibition, hits mostly inhibitors. 0.05% of 75,000 active;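 further: potency means the concentration at half of the fitted maximal effect; plate controls were peptide without protein for full effect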
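Fluorescence polarization: His-tagged BRCT (~35 kDa BRCA1 C-terminus, 250 nM) bound to 100 nM fluorescein-labeled phosphorylated 10-aa BACH1 peptide, pH 7.3 phosphate buffer with DTT and Tween 20. Compounds incubated 12 min at room temperature; inhibition read as lowered polarization.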
USP2a inhib – inhibitors of human ubiquitin-specific protease USP2a. USP2a enzymatic assay, qHTS inhibition. Potency, µM (series often up to 38.3 µM), inactives show at the highest dose activity change, negative = inhibition, most hits filed as inhibitors. 0.1% of 60,000 active. AID 927;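 further: potency means the concentration at half of the fitted maximal effect; nearly all actives have a fitted effect of over 60% in size; plate controls were DMSO for no effect and NEM full inhibition control for full effect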
Target sequence (O75604 whole entry, looked up): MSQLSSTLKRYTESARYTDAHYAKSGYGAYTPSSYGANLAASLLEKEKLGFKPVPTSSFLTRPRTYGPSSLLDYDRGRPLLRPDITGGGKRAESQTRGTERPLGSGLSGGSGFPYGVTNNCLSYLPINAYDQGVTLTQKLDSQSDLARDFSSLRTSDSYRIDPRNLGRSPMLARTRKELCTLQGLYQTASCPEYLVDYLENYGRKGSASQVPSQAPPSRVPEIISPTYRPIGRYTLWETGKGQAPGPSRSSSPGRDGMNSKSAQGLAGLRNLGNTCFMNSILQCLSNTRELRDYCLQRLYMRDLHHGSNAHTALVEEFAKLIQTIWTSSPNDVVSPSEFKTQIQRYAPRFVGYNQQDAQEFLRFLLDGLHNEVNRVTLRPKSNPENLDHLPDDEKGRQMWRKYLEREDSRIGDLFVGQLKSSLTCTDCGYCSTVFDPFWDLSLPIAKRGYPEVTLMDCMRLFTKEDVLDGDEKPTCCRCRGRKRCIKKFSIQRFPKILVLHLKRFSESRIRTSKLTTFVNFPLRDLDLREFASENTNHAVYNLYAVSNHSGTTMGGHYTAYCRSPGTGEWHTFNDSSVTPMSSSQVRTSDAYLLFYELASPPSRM
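USP2 core (20 nM final) was preincubated with compound for 30 min at RT in 20 mM Tris-HCl pH 8.0, 2 mM CaCl2, 2 mM beta-mercaptoethanol; Ub-PLA2 (20 nM) plus NBD C6-HPC (20 uM) then added, fluorescence read after 2.5 h.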
* hit, by the source's call; i = inactive; ? = inconclusive; nt = no result given; [ ] = another dose, or the depositor's remark. Unless noted, the call rests on the fitted dose curve; in most records, active means well fitted curve in the direction sought with a large enough effect; inconclusive means small, poorly fitted or top-dose-only effect, or another doubt; inactive means no such curve, though single readings can be large; an effect the other way counts as inactive or inconclusive. Some of the compounds tested; count on the stated rates, not on these rows.

Fields: Casp7 inh	Casp1 inh	Epigenetic mod	Fluorescein autfl	BRCT PPI red	HEK293 cAMP cs	A350 fluor	4-MU autofl	Ub-GFP proteasome	BRCT PPI green	USP2a inhib
[1] COc1ccc(C(C(O)C(=O)c2c[nH]c3ccccc23)N2CCN(c3ccc(OC)cc3)CC2)cc1 (stereo not drawn)
  -3.4%	-4.6%	17.6%	i	1.3%	-11.4%	i	i	2.6%	1.2%	36.1%[activator]
[2] N[C@H](CO)C(=O)NCC(=O)O
  0.5%[11.5 µM]	-3.4%[11.5 µM]	0.0%[9.22 µM]	i	1.4%[15.4 µM]	1.3%[11.4 µM]	i	i	-5.5%[9.17 µM]	-0.7%[15.4 µM]	nt
[3] CCCn1c(SCC(=O)Nc2c(C)cccc2C)nnc1C(C)C
  -0.9%	-1.8%	-3.2%	i	-1.2%	4.3%	i	i	-2.6%	-0.8%	1.9%
[4] O=C(NCc1ccccn1)c1c(Cl)cccc1Cl
  0.5%	2.1%	-1.2%	i	-0.5%	8.5%	?	i	17.8%	-0.7%	-0.9%
[5] O=C(Cn1c(=O)oc2cc(S(=O)(=O)N3CCCC3)ccc21)Nc1ccc(C(F)(F)F)cc1
  1.0%	-3.9%	2.2%	i	-0.5%	6.3%	1.66e-08M*	1.68e-08M*	4.8%	-1.5%	1.1%
[6] Clc1ccc(Cn2ncc3c(N4CCCCC4)ncnc32)c(Cl)c1
  -2.2%	-0.1%	6.7%	i	0.2%	19.9%	i	i	nt	-2.4%	4.3%
[7] O=C(Cn1cc2c(n1)CCCC2)Nc1ccccc1Cl
  0.2%	1.1%	-3.4%	nt	-0.7%	3.0%	nt	nt	0.4%	-0.5%	nt
[8] CCC(C)NC(=O)CSc1nc2n[nH]c(C)c2c(=N)n1-c1ccc(OC)cc1 (stereo not drawn)
  -0.9%	-1.3%	1.2%	i	-0.1%	-9.8%	i	i	-6.5%	-1.3%	9.4%
[9] COc1cc(C(=O)NCCC(=O)NCCN2CCCCCC2)cc(OC)c1OC
  0.5%	-4.1%	0.0%	i	-1.2%	3.2%	?	i	0.7%	-1.7%	6.4%
[10] COc1ccc(OCc2nc(C#N)c(N3CCN(c4ccc(OC)cc4)CC3)o2)cc1
  -2.5%	-3.7%	-2.3%	nt	0.1%	?	nt	nt	1.6%	-1.6%	nt
[11] CC(=O)c1c(O)cc(C)n(Nc2nc(C)cc(C)n2)c1=O
  -1.0%	-2.4%	0.4%	i	0.0%	-0.2%	i	i	-1.8%	-0.5%	8.4%
[12] Cc1cnn(C(=S)NCc2ccco2)c1
  -3.1%	-3.9%	4.3%	i	0.3%	1.9%	i	i	-4.9%	-1.2%	-8.2%
[13] O=C(NCC1CCS(=O)(=O)C1)NCC1CCS(=O)(=O)C1 (stereo not drawn)
  -0.6%	0.3%	1.0%	?	-0.5%	17.2%	?	?	0.7%	2.0%	-9.1%
[14] CC(=O)c1sc(NC(=O)c2ccc(Cn3cc(Br)cn3)o2)nc1C
  -0.4%	-4.0%	0.0%	i	0.2%	-18.1%	?	?	0.6%	0.1%	12.6%
[15] CCCS(=O)(=O)N1CCCC(C(=O)NC2CCCCC2)C1 (stereo not drawn)
  1.4%	-0.8%	4.1%	i	0.4%	4.6%	i	i	-0.7%	1.9%	-2.5%
[16] O=C(CSc1nnc(-c2cccnc2)o1)Nc1ccccn1
  3.7%	1.2%	0.0%	i	-0.5%	21.9%	i	i	-0.5%	1.9%	-1.1%
[17] CCN(CC)CCNC(=O)c1c(O)c2c([nH]c1=O)CCCC2
  0.1%	0.7%	-1.2%	?	0.7%	11.4%	i	i	-6.7%	-0.8%	1.2%
[18] O=C(NCCCc1ccccc1)C1CCN(c2nnc(-n3cccc3)s2)CC1
  -3.5%	-3.9%	0.0%	nt	-0.5%	?	nt	nt	3.1%	-1.7%	nt
[19] CC(=O)N1CCc2cc(Br)cc(S(=O)(=O)N3CCN(C(=O)c4ccco4)CC3)c21
  1.4%	2.8%	0.0%	i	0.7%	?	i	i	-2.1%	2.4%	13.3%
[20] CC(=O)N1CCC2(CC1)CC(=O)c1cc(OCC(=O)NCc3ccc(C)cc3)ccc1O2
  -22.9%	?	-2.4%	i	-0.2%	11.2%	1.28e-06M*	1.35e-06M*	5.3%	-1.0%	8.0%
[21] O=C(CSc1nnc(CNc2ccc(F)cc2)o1)N1CCN(C(=O)c2ccco2)CC1
  1.3%	2.3%	-1.3%	i	1.7%	1.9%	i	i	-6.6%	-1.9%	-1.5%
[22] O=C1CN(Cc2ccccc2)C(=NCc2ccco2)S1
  -3.5%	-1.7%	0.0%	i	1.5%	-9.0%	i	i	-1.3%	1.7%	23.5%
[23] O=C(CSc1nnc(C2CCCCC2)n1Cc1ccccc1)NCc1ccco1
  -1.2%	1.4%	2.4%	i	0.8%	12.6µM*	i	i	-1.9%	-1.9%	21.1%
[24] O=C(CN1CCOCC1)N1CCc2ccccc2C(c2ccccc2)C1 (stereo not drawn)
  1.1%	1.4%	1.2%	i	0.1%	?	i	i	3.7%	0.3%	2.6%
[25] Cc1nc(CC(=O)Nc2nc(-c3ccccc3)cs2)cs1
  0.9%	1.3%	1.3%	?	0.5%	28.3%	?	i	-2.0%	0.1%	20.7%
[26] CCOC(=O)C1[C@H]2C(=O)N(C(C)c3ccc(OC)cc3)C[C@]23C=C[C@H]1O3 (stereo partly drawn)
  -3.5%	-4.9%	0.0%	i	-0.6%	?	i	i	4.7%	0.7%	-7.1%
[27] O=C(O)C(Cc1ccccc1)n1cnnn1 (stereo not drawn)
  -0.2%	-0.3%	8.0%	i	1.1%	6.9%	i	i	-0.9%	-2.7%	-4.2%
[28] CCn1c(=O)cc(N2CCC3(CC2)OCCO3)[nH]c1=O
  0.4%	-3.9%	nt	nt	0.8%	-4.5%	nt	nt	4.4%	-1.6%	nt
[29] COc1ccc(CC2C(=O)OC(C)(C)OC2=O)cc1
  0.2%	-1.0%	-2.1%	i	-0.7%	22.0%	?	?	-0.9%	-0.4%	-3.4%
[30] CCC(C)n1[nH]c(=O)cc1N (stereo not drawn)
  0.6%[0.00368 µM]	-0.8%	-1.2%	?	0.1%	-0.3%	i	i	-3.8%	2.0%	0.8%
[31] Cc1nn(C)c(C)c1NC(=O)CSc1nnc(C)n1-c1ccccc1
  -0.2%	-0.7%	0.0%	i	1.4%	0.7%	i	i	-3.5%	0.3%	-7.3%
[32] CC(C)Cn1c(SCC(=O)NC(=O)Nc2ccc3c(c2)OCCO3)nc2ccccc2c1=O
  -4.6%	-1.4%	4.2%	i	-0.8%	?	i	i	0.0%	-1.8%	34.1%[activator]
[33] CCCCOc1nc(N)nc(-c2ccccc2)n1
  -0.4%	-1.1%	0.2%	?	-0.8%	6.6%	i	i	-1.4%	-1.2%	5.8%
[34] CCOC(=O)c1cccc(N2C(=O)c3ccccc3S2(=O)=O)c1
  -1.2%	-4.5%	-2.7%	i	0.1%	20.0%	2.04e-08M*	2.22e-08M*	-0.8%	1.1%	1.6%
[35] COC(=O)C1CCN(C(=O)C2CCCCC2)CC1
  -1.4%	0.7%	3.2%	i	-0.4%	7.9%	i	i	-5.8%	-2.5%	-0.3%
[36] O=CN1CCN(C[C@H](O)CN2CCCCC2)CC1
  -0.4%[11.5 µM]	-2.2%[11.5 µM]	14.0%[9.22 µM]	?	-2.2%[15.4 µM]	-3.9%[11.4 µM]	i	i	-3.4%[9.17 µM]	3.1%[15.4 µM]	nt
[37] CCCCCCCC1=CC2=CC(=O)C(C)(O)C(=O)C2=CN1CCCC (stereo not drawn)
  -2.8%[11.5 µM]	-2.2%[11.5 µM]	nt	nt	2.0%[15.4 µM]	-4.6%[11.4 µM]	nt	nt	nt	0.5%[15.4 µM]	nt
[38] NC(=O)c1nsc(C(=O)N(CCc2ccccc2)C(C(=O)NC2CCCC2)c2ccco2)c1N (stereo not drawn)
  -15.8%	-17.6%	1.0%	i	-1.0%	6.31µM*	3.94e-08M*	4.19e-08M*	3.9%	-1.6%	21.3%
[39] COC(=O)c1ccc(Sc2ccc(C)cc2)c(N)c1
  -2.1%	-1.4%	0.0%	i	0.2%	11.7%	?	?	-0.9%	-1.9%	-8.3%
[40] O=C(CC12CC3CC(CC(C3)C1)C2)NCC(=O)N1CCCC1
  0.6%	-0.6%	-2.7%	i	-0.3%	-1.0%	i	i	2.5%	-1.6%	4.0%
[41] O=C(c1noc2c1CCCC2)N1CCN(c2ccc(F)cc2)CC1
  0.1%	-2.9%	-1.0%	i	1.0%	10.0%	i	i	-5.6%	-3.3%	5.6%
[42] CC(C)(C)n1nnnc1C(c1cccc(C#N)c1)N1CCC(Cc2ccccc2)CC1 (stereo not drawn)
  -0.1%	1.4%	0.0%	?	-0.3%	?	i	i	-0.8%	-2.2%	nt
[43] CCOc1cc(C2C(C#N)=C(N)Oc3n[nH]c(C)c32)ccc1OCCN1CCOCC1 (stereo not drawn)
  -0.8%	1.5%	1.3%	i	-0.5%	-0.1%	?	?	-7.1%	0.3%	-8.8%

Source: PubChem (National Center for Advancing Translational Sciences (NCATS))
